# Screening results (PubChem BioAssay)
# pPAFAH FP inh – inhibitors of human plasma PAF acetylhydrolase (pPAFAH); Q13093; recombinant pPAFAH, FP-rhodamine probe fluorescence polarization; inhibition, % at 3.39 µM; actives 1.5% (n = 330,000);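 active = inhibition above the mean inhibition across the screen plus 3 SD, cut at about 25% in these data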;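 also: inhibitors block binding of the rhodamine activity-based probe so polarization drops; 0% = enzyme with DMSO and 100% = wells lacking pPAFAH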
# EBNA-1 inh – blocks EBNA-1 binding to DNA; EBNA-1 DNA binding, fluorescence polarization; inhibition, % at 14.8 µM; actives 0.34% (n = 300,000); AID 1950; in the data active = inhibition above about 28%
# PAFAH1B2 FP inh – inhibitors of human PAFAH1B2 | P68402 | recombinant PAFAH1B2, FP-rhodamine activity probe, fluorescence polarization | inhibition, % at 3.39 µM | actives 1.2% (n = 340,000) | AID 492953;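 active = inhibition above the mean of all tested compounds plus 3 SD, cut at about 24% in these data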;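 also: 0% = enzyme with DMSO and 100% = wells lacking PAFAH1B2; many of its hits are not listed in these tables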
# LYPLA1 inh – LYPLA1 (human) inhibition in PME1 counter-screen; O75608; AID 2174; recombinant LYPLA1, FP-Rh probe fluorescence polarization; actives 0.16% (n = 320,000); inhibition, % at 5.9 µM;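 active = inhibition above the mean of all tested compounds plus 3 SD, set per campaign, cut at about 14% in these data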;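 also: inhibitors block serine hydrolase probe labeling of LYPLA1 so polarization falls; 0% = enzyme with DMSO and 100% = wells lacking LYPLA1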
# Target sequence (O75608 whole entry, looked up): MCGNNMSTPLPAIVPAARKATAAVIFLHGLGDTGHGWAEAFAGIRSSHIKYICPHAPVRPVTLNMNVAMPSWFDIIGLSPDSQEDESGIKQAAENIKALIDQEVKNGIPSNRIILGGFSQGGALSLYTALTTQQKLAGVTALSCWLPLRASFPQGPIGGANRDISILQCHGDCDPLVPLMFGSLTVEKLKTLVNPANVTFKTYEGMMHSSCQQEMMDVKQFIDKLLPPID
# LYPLA2 counter – LYPLA2 (human) inhibition in PME1 counter-screen; inhibition, % at 5.9 µM; actives 0.38% (n = 320,000); recombinant LYPLA2, FP-Rh probe fluorescence polarization; O95372;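 active = inhibition above the screen-wide mean plus 3 SD, limit set per campaign, cut at about 26% in these data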;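 also: 0% = LYPLA2 with DMSO and 100% = wells lacking LYPLA2 enzyme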
# Target sequence (O95372 whole entry, looked up): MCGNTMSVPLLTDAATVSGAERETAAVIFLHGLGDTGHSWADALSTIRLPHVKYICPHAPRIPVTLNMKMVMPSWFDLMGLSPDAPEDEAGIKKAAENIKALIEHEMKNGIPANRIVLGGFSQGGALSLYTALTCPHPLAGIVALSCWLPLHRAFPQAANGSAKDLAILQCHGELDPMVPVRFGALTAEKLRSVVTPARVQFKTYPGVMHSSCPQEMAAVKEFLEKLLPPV
# PAFAH2 inh – inhibitors of human PAFAH2; inhibition, % at 3.39 µM; actives 0.99% (n = 340,000); recombinant PAFAH2, FP-rhodamine activity probe, fluorescence polarization; Q99487; AID 492956;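 active = inhibition above the mean over all tested compounds plus 3 SD, cut at about 30% in these data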;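 also: inhibitors block probe labeling of enzyme so polarization drops; 0% = enzyme with DMSO and 100% = wells lacking PAFAH2 protein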
# ZTA counter – counter-screen for EBNA-1 inhibitors: inhibitors of Epstein-Barr virus ZTA; P03206; actives 0.15% (n = 320,000); inhibition, % at 11 µM; ZTA-DNA binding, fluorescence polarization; in the data active = inhibition above about 33%
# Target sequence (P03206 whole entry, looked up): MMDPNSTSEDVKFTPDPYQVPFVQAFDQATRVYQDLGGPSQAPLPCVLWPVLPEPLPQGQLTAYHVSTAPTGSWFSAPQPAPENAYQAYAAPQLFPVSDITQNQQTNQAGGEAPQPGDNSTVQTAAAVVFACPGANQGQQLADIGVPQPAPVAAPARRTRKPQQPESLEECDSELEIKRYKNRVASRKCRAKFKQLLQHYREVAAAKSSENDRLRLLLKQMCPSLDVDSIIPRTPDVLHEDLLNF
# PREPL inhibitor – inhibits the human prolyl oligopeptidase-like enzyme. recombinant PREPL, fluorescence polarization activity-based probe. inhibition, % at 5.96 µM. actives 0.68% (n = 320,000). Q4J6C6. AID 2751; in the data active = inhibition above about 43%;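 also: 0% = enzyme with DMSO and 100% = wells lacking enzyme; many of its hits are not listed in these tables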
# PAFAH1B3 inh – PAFAH1B3 (human) inhibition. Q15102. recombinant PAFAH1B3, FP-rhodamine probe, fluorescence polarization. inhibition, % at 3.39 µM. actives 0.28% (n = 340,000). AID 492972;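 active = inhibition above the screen-wide average of all tested compounds plus 3 SD, cut at about 25% in these data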;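 also: 0% = enzyme with DMSO only and 100% = wells lacking PAFAH1B3 protein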
# Target sequence (Q15102 whole entry, looked up): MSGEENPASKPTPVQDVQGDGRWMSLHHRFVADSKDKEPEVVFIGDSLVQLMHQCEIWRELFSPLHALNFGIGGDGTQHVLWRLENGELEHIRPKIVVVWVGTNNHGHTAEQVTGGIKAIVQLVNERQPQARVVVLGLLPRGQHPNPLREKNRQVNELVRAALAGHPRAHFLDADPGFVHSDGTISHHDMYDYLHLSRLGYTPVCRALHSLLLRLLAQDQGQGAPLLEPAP
# * hit, by the source's call; x = not tested or not shown. An excerpt, so the mix of outcomes need not match the whole.
Structure	pPAFAH FP inh	EBNA-1 inh	PAFAH1B2 FP inh	LYPLA1 inh	LYPLA2 counter	PAFAH2 inh	ZTA counter	PREPL inhibitor	PAFAH1B3 inh
COC(=O)CCCC1=CC2=CC(=O)C(C)(OC(=O)c3cccs3)C(=O)C2=CN1C1CC1 (configuration not stated)	5.0	7.3	4.7	2.0	0.7	-7.9	6.0	7.3	9.5
COc1cc(/C=C/C(=O)N2CCN(c3n[nH]c(=O)[nH]c3=O)CC2)cc(OC)c1OC	1.8	-3.3	0.8	2.4	3.9	-1.4	-2.4	-11.5	-0.9
Cc1cc(OCCCCCn2ccnc2)cc(C)c1Cl	6.3	-8.2	4.9	-4.6	0.6	-4.9	6.7	16.6	2.8
CC(C)(C)c1cc(CCC(=O)NN)cc(C(C)(C)C)c1O	2.6	11.5	2.6	-6.3	1.1	5.0	13.4	21.8	0.4
FC(F)(F)c1nc2ccccc2n2c(-c3ccc(Cl)cc3Cl)nnc12	6.3	4.3	-0.8	1.5	-4.0	2.6	-6.6	-14.4	-0.6
CNC(=O)C12N=CNN=C1N(C)C(=O)N2C (configuration not stated)	4.8	-7.8	3.2	1.8	-4.9	3.5	-4.4	2.2	-0.5
C=CCn1cc(C(=O)OC)c(=O)c2cc(S(=O)(=O)N(CC)CC)ccc21	-5.1	2.1	2.9	1.1	-2.6	3.6	6.0	-2.5	9.5
CS(=O)(=O)Nc1cccc(C(=O)OCCCOc2ccc(F)cc2)c1	1.5	0.5	7.8	-2.4	3.9	19.9	1.7	-2.1	7.4
COc1cccc(N2CCN(c3ccc4nnc(CCC(=O)Nc5ccc(F)cc5)n4n3)CC2)c1	10.0	-13.0	2.0	0.1	3.8	-4.4	-3.6	16.9	5.3
CN(C)c1nc(Nc2ccc(Cl)cc2)nc(OCC#N)n1	3.0	12.5	5.2	-7.7	-7.9	-4.1	5.7	-4.0	3.4
COc1ccc(Nc2nc(N(C)c3ccccc3)nc(N)c2[N+](=O)[O-])cc1	4.8	34.1*	7.0	5.0	1.2	3.4	13.7	-8.8	3.9
O=C(NCCc1cccc(F)c1)C1CCN(S(=O)(=O)c2ccccc2)CC1	1.1	-7.8	10.2	-0.3	-5.5	2.2	10.1	15.3	12.2
O=C(CSc1ncnc2sc3c(c12)CCCCC3)NCc1ccco1	2.1	0.5	-0.2	-0.5	4.0	-3.1	-4.9	-6.4	5.1
CCOC(=O)C1CCCCN1Cc1cn[nH]c1-c1ccc(F)cc1F (configuration not stated)	4.0	10.4	5.5	2.4	9.2	-1.0	0.5	0.7	8.8
CC(C)c1c(C(=O)N/N=C/c2ccc(C(F)(F)F)cc2)nnn1-c1nonc1N	-24.8	-10.6	0.5	-10.7	-7.2	-5.0	-2.5	3.6	1.8
CN(CC(=O)Nc1cccc(F)c1)C(=O)CCc1nc2cc(S(=O)(=O)N3CCOCC3)ccc2n1C	-1.2	-11.5	2.1	1.0	1.7	4.5	-9.3	-7.6	8.1
COc1cc(CNC(=O)c2ccc3c(c2)S(=O)(=O)c2ccccc2C3=O)cc(OC)c1	13.4	-1.3	2.2	-0.5	-4.6	-3.6	-7.8	34.0	5.2
O=S(=O)(c1cccc(COc2ccc(Cl)cc2Cl)c1)N1CCOCC1	5.7	-4.1	21.4	-4.7	-4.2	-2.1	2.5	13.3	1.3
Cn1c(CCNS(=O)(=O)c2ccc(F)cc2)nnc1SCc1cccnc1	2.8	-9.8	2.1	-6.8	4.3	-2.2	-8.3	5.3	-4.4
O=C(CNS(=O)(=O)c1cccc2nsnc12)NC1CCCCC1	1.9	-4.2	2.2	-1.9	6.2	-13.2	9.1	6.0	-4.6
CC(=O)Oc1ccccc1N1C(=O)c2ccc(C(=O)O)cc2C1=O	3.5	-7.7	3.3	0.4	5.4	-2.4	-3.3	2.5	0.4
CCOC(=O)C1(CCOC)CCN(C2C3CC4CC(C3)CC2C4)CC1 (configuration not stated)	-4.7	-13.4	-7.2	3.6	-1.3	-4.8	-2.9	7.6	-6.6
Cc1c(N/C(=N/S(=O)(=O)c2cc([N+](=O)[O-])ccc2Cl)c2ccccc2)c(=O)n(-c2ccccc2)n1C	3.4	0.5	5.1	2.2	2.6	5.7	8.3	-1.5	11.8
C/C(=N\Nc1ccc([N+](=O)[O-])cc1[N+](=O)[O-])c1ccc(-n2nncc2C(C)(C)C)cc1	1.1	6.5	1.2	1.0	13.3	3.6	1.1	22.8	1.2
CNC(=S)NNC(=O)c1sccc1C	2.1	2.3	6.5	1.4	-1.1	3.3	-6.0	-4.5	9.5
O=C(CCN1C(=O)/C(=C/c2ccc(F)cc2)SC1=S)NCCCn1ccnc1	-10.1	-8.3	1.8	0.6	0.2	-9.8	-15.6	-12.1	-1.1
O=C(COC(=O)COc1ccc2ccccc2c1)NC1CCCc2ccccc21 (configuration not stated)	9.4	-5.0	9.9	3.8	2.0	2.5	6.5	-5.1	6.3
Cc1cc([N+](=O)[O-])nn1CC(=O)NNC(=S)Nc1ccc(F)cc1	-5.1	-10.3	2.2	0.9	0.3	-8.4	-5.2	5.0	-4.1
CCSc1cc(N2CCCC2)nc(-c2cccc(C)c2)n1	0.5	-15.1	-0.7	0.0	3.6	-5.8	-0.7	7.0	6.4
Cc1cccc(-n2ccnc2SCC(=O)Nc2ccc3c(c2)OCCO3)c1	7.3	2.9	0.7	2.5	4.6	3.0	2.2	10.5	8.0
CC(C)(C)c1ccc(C(=O)N2CCC(C(=O)NCC3CCCO3)CC2)cc1 (configuration not stated)	-1.5	17.4	-0.4	1.1	7.1	8.5	9.1	-0.3	3.2
Cc1cc2ncn(C(=O)c3c(-c4ccccc4Cl)noc3C)c2cc1C	3.9	5.9	3.1	1.1	-2.9	-3.8	1.6	1.2	-3.7
O=C1CCCN1CCC1CCN(C2CC(=O)N(Cc3ccc(N4CCCC4=O)cc3)C2=O)CC1 (configuration not stated)	2.4	2.2	1.2	-0.6	-0.8	6.1	0.0	-0.9	5.9
CCCCCCNC(=O)N[C@@H](C(=O)NCCC[C@H]1CN2C(=NC[C@@H]2Cc2ccccc2)N1CCc1cccc(OC)c1)C(C)C	2.4	-9.6	x	0.0	8.2	x	-22.9	34.2	x
COc1ccc(CCNc2nc(C)cc(=O)[nH]2)cc1OC	-2.6	-3.2	0.9	-1.3	-3.1	-12.3	-8.6	1.6	-0.2
CCOc1ccc(S(=O)(=O)NCCOC)cc1C	-6.4	-7.3	-3.1	-1.4	-1.1	4.7	2.7	8.9	3.7
Cc1ccc(Nc2ncnc3ccccc23)cc1	1.6	-0.8	-2.5	-2.2	3.9	-3.2	-25.0	-10.1	3.2
O=C(/C(=N/O)n1cncn1)c1ccccc1Cl	0.9	-8.2	6.6	-2.0	-3.9	4.7	-7.1	1.4	7.4
COc1ccc(CCC(=O)NCc2cn3ccc(C)cc3n2)cc1	0.0	10.3	-0.2	6.0	2.7	0.0	-18.6	16.9	6.6
Cc1cccc(C)c1NC(=O)c1sc(N)nc1-c1ccccc1	-7.9	-5.5	4.6	-3.5	-7.5	-5.1	-0.1	-2.1	18.6
CC(C)C(NC(=O)C1CCC(C(C)(C)C)CC1)C(=O)NCCc1ccc(S(N)(=O)=O)cc1 (configuration not stated)	6.0	-5.2	9.2	-3.6	3.4	4.5	-2.4	13.9	3.2
Cc1cccc(-n2nnc(C(=O)NCc3ccccc3)c2N)c1	0.2	24.6	6.7	-0.7	8.4	-2.2	-8.9	1.9	7.7
Cc1ccc2c(c1)c1c(n2CC(O)CN2CCCCCC2)CCCC1 (configuration not stated)	5.0	-12.7	1.4	2.3	-4.3	-3.2	-17.1	44.7*	1.1
CCOc1ccc(NC(=O)C2CCC(CNc3c(N4CCOCC4)c(=O)c3=O)CC2)cc1 (configuration not stated)	0.1	8.8	6.1	-1.2	-5.8	0.7	8.4	-1.5	1.0
COC(=O)CSc1nc(NC(C)C)nc(N2CCOCC2)n1	0.3	-4.9	-0.3	4.7	6.1	5.3	-13.3	0.0	4.1
Cc1ccccc1/C=N/Nc1ncnc2nc[nH]c12	-4.2	-2.4	3.9	-0.3	-2.4	-4.5	4.4	-39.2	4.4
Cc1cnc(NC(=O)Cc2ccc(S(=O)(=O)N3CCOCC3)s2)s1	-3.2	x	4.3	x	x	0.1	x	5.5	9.9
COCCNC(=O)CCSc1nc(-c2ccc(OC)cc2)cc(C(F)(F)F)n1	8.4	0.6	-2.7	0.4	9.8	-2.4	-2.5	3.1	-0.1
CCOC(=O)N1CCC(NC(=O)c2ccc(CS(=O)c3cccc(Cl)c3)o2)CC1 (configuration not stated)	2.4	2.5	4.2	-2.5	-1.0	3.1	-13.2	2.3	1.2
COc1ccc(OC)c2sc(Cl)nc12	-4.4	4.2	3.2	2.7	0.3	-5.4	1.3	13.7	-1.3

# Other records.
Structure	pPAFAH FP inh	EBNA-1 inh	PAFAH1B2 FP inh	LYPLA1 inh	LYPLA2 counter	PAFAH2 inh	ZTA counter	PREPL inhibitor	PAFAH1B3 inh
CC1=CCC2C(=O)N(Cc3ccccc3)C(=O)C2C1 (configuration not stated)	-3.0	5.9	1.6	-2.4	-2.5	0.5	3.1	-2.6	0.1
O=C(COC(=O)C1CCN(c2ccc(C(F)(F)F)cn2)CC1)c1ccc(Cl)cc1	4.6	2.0	-5.0	-3.9	-6.0	-9.3	11.4	-12.7	-5.8
O=C(c1ccco1)N1N=C(c2cccs2)CC1c1ccccc1O (configuration not stated)	1.1	12.7	-1.8	1.1	-5.4	-6.1	0.0	-3.0	-3.8
O=C(Nc1ccc2c(c1)CCC2)c1cccc(OC(F)F)c1	2.1	-10.6	x	-1.5	3.4	x	-1.2	-1.5	x
COCc1ccc(CN2CCC(N3CCC(C(=O)N4CCCC4)CC3)CC2)o1	-6.8	-5.4	-1.5	-0.1	-7.5	-6.1	3.3	-2.8	3.7
CCn1c(SCc2nc3ccccc3[nH]2)nnc1-c1cccs1	0.8	10.7	4.3	2.3	2.9	-2.5	-1.1	7.0	-6.5
O=C(CNC(=O)c1ccc(Cl)cc1)c1ccc(Cl)cc1	0.1	6.8	1.2	-0.9	-0.5	-3.5	12.8	0.6	5.2
COc1ccc(C(=O)OCC(=O)NC2CC2)cc1F	0.3	x	0.9	x	x	49.4*	x	9.9	8.9
CC1CCC(NC(=O)c2cc3ccccc3cc2O)CC1 (configuration not stated)	3.6	x	2.6	-1.7	-3.1	-8.1	4.0	9.4	0.8
CCn1c(SCC(=O)Nc2ccc3c(c2)OCCO3)nnc1-c1c[nH]c2ccccc12	0.1	4.5	5.2	-2.5	-3.6	9.4	2.1	-5.2	1.3
CC(C)(Oc1ccc(Cl)cc1)C(=O)OCC(=O)N1CCCC1	6.1	-7.2	8.8	-0.8	1.3	2.3	-5.4	7.6	7.7
CCOC(=O)C1=C(O)/C(=C/c2ccc(CNC(=O)C(=O)Nc3ccc(C)cc3)o2)N=C1C	14.0	-3.4	11.5	-2.7	0.7	2.6	5.3	9.8	8.4
CCS(=O)(=O)N1CCN(CC2CC3C=CC2C3)CC1 (configuration not stated)	-2.4	-8.9	9.3	2.9	3.9	14.1	-2.2	2.9	11.7
O=C(CSCc1ccccc1Cl)N/N=C/c1ccco1	3.3	-12.2	1.8	-0.9	-2.0	14.5	7.5	-10.7	5.5
